Bioassay records: PubChem BioAssay, several laboratories
SRC3 inh: inhibitors of human steroid receptor coactivator 3 (SRC3). HEK293 GAL4-SRC3 luciferase reporter, luminescence. inhibition, % at 3.6 µM. hit rate 0.17% among 360,000;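 active means inhibition above a per-campaign cutoff, the mean of all compounds plus 3 SD, cut at about 60% in these data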;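 further: 0% = DMSO-treated cells and 100% = gossypol-treated cells at 36 µM; higher means less SRC3-driven luciferase light from the GAL4 reporter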
Target sequence (Q9Y6Q9 whole entry, looked up, the tested form may be a part): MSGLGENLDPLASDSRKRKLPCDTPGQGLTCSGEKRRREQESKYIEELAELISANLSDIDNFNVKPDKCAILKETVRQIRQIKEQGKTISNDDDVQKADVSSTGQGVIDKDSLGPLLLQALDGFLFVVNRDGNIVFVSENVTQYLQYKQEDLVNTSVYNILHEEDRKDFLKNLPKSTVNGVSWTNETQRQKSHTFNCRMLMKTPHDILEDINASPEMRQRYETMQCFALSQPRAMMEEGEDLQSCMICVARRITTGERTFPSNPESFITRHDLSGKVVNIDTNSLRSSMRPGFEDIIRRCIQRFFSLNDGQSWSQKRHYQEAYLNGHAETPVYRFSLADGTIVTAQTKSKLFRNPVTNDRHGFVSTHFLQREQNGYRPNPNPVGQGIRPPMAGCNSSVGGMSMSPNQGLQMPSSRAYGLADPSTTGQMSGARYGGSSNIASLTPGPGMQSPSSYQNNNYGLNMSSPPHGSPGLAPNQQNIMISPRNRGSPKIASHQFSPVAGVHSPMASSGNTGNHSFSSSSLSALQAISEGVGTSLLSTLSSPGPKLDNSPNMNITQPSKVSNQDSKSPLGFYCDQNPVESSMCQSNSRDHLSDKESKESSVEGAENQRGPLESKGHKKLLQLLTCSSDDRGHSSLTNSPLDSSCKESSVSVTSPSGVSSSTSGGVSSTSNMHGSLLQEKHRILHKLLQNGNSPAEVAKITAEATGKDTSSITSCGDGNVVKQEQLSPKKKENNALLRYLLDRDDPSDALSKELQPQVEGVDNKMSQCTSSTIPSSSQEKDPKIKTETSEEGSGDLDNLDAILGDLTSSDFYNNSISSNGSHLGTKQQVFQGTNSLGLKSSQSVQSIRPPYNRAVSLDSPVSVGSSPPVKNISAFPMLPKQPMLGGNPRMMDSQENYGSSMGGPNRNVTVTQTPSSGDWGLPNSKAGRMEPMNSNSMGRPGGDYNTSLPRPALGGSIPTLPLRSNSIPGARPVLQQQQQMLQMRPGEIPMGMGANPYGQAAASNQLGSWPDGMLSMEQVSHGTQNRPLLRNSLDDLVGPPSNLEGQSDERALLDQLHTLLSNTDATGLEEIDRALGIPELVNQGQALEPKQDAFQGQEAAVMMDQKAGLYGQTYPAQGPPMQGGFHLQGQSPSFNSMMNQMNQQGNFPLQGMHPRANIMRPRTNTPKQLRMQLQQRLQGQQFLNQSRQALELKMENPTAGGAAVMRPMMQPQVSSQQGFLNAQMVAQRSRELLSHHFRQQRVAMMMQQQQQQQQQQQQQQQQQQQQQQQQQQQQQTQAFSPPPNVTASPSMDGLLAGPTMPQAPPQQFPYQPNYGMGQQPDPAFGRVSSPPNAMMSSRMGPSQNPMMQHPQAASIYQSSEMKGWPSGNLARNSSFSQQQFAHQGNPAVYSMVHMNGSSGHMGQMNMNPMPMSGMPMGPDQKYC
NR2F2 inh: blocks human COUP-TFII nuclear receptor; hit rate 0.7% among 370,000; P24468; inhibition, % at 8.6 µM; AID 686940; HEK293T NGFI-A luciferase reporter, luminescence;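 active means inhibition above a per-plate cutoff, mean inhibition of test wells between control levels plus 3 SD, cut at about 38% in these data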;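 further: cells cotransfected with COUP-TFII expression vector driving the NGFI-A reporter; 0% = median of COUP-TF2 test wells and 100% = reporter-only cells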
NOD2 RIPK2 PPI: blocks binding of human NOD2 to RIPK2; O43353; CHO BLA complementation NOD2-RIPK2, CCF4 ratio; inhibition, % at 4.98 µM; hit rate 0.38% among 360,000; AID 624267; in the data active means inhibition above about 21%;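 further: 0% = vehicle only and 100% = reference blocker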
NR5A2 inv ag: inverse agonists of human LRH-1 (NR5A2); hit rate 0.13% among 360,000; O00482; AID 602396; inhibition, % at 3.6 µM; HEK293T StAR-luciferase reporter, LRH-1 transfected, 24 h;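 active means inhibition above the mean inhibition of all tested compounds plus 3 SD, cut at about 73% in these data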;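 further: 0% = DMSO wells and 100% = reporter-only cells lacking LRH-1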
NCOA1 inh: inhibits human SRC1 coactivator; Q15788; HEK293 GAL4-SRC1 luciferase reporter, luminescence; inhibition, % at 3.6 µM; hit rate 0.12% among 360,000;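 active means inhibition above the campaign mean plus 3 SD, with each screening campaign given its own cutoff, cut at about 60% in these data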;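 further: 0% = DMSO treated cells and 100% = gossypol at 36 µM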
TLR9-MyD88 block: inhibitors of human TLR9-MyD88 binding; hit rate 0.21% among 340,000; CHO BLA complementation TLR9-MyD88, CCF4 FRET ratio; inhibition, % at 4.98 µM; Q9NR96+Q99836;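 active means inhibition above the mean over all tested compounds plus 3 SD, cut at about 21% in these data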;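 further: 0% = DMSO only wells and 100% = clavulanate BLA inhibitor control wells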
SRC2 inh: inhibits human steroid receptor coactivator 2. inhibition, % at 9 µM. HEK293 GAL4-SRC2 luciferase reporter, luminescence. hit rate 0.17% among 370,000. Q15596;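 active means inhibition above the mean inhibition of all tested compounds plus 3 SD, set per campaign, cut at about 52% in these data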;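 further: 0% = DMSO treated cells and 100% = cells given Gossypol at 36 µM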
LMP1 NFkB inh: reduces LMP1-driven NF-kappaB luciferase signal. AID 504558. inhibition, % at 12.5 µM. LMP1-induced NF-kappaB luciferase reporter cells, luminescence. hit rate 0.69% among 350,000; in the data active means inhibition above about 41%;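 further: 0% = neutral control wells and 100% = reference inhibitor control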
TROY NFkB inh: blocks TROY-dependent signaling in reporter cells. AID 1347056. Q293 LMP1-TROYcd NF-kB luciferase reporter, 4 h. hit rate 0.98% among 360,000. inhibition, % at 10 µM;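 active means compounds whose plate-normalised and pattern-corrected inhibition of the luciferase reporter signal at the single screening dose is 50% or more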
Vif imaging: inhibitors of HIV Vif | HEK293T cells, Vif self-association by quenched fluorescence, imaging, 24 h | inhibition, % at 7.49 µM | hit rate 0.35% among 340,000; in the data active means inhibition above about 50%, passing the limit was not always enough; further: some results filed as inactive read as strong as hits
C8 TRAIL sens: caspase-8 TRAIL sensitization; hit rate 1% among 360,000; AID 624354; inhibition (viability loss, TRAIL sensitization), % at 10 µM; NB7+C8 cells + TRAIL, ATPlite viability luminescence;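 active means compounds causing at least 50% loss of cell viability in the single-dose screen, relative to plate controls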
An asterisk follows results filed as active; . = not tested or not shown.

Results follow in this order: SRC3 inh	NR2F2 inh	NOD2 RIPK2 PPI	NR5A2 inv ag	NCOA1 inh	TLR9-MyD88 block	SRC2 inh	LMP1 NFkB inh	TROY NFkB inh	Vif imaging	C8 TRAIL sens
- CCOC(=O)c1c(N)sc2c1CCCC2=O
    6	-3	6	5	16	4	-16	9	-16	-5	3
- C=CCn1c(O)c(C=Nc2ccc(Cc3ccncc3)cc2)c(=O)[nH]c1=S
    11	18	-1	4	3	-2	-12	3	-1	-3	-2
- Cn1cnnc1SCC(=O)NC(=O)NCc1ccccc1
    16	-1	-1	12	4	-2	7	6	-1	-8	-14
- O=C1CC(c2ccco2)Cc2nc(N3CCc4ccccc4C3)ncc21 (stereo not drawn)
    2	12	1	-6	11	6	-12	2	-3	-7	6
- CCN(CC(=O)Nc1cccc(F)c1)Cc1nc2ccccc2c(=O)[nH]1
    -20	-20	-5	3	-4	4	8	7	9	14	3
- COc1ccccc1NC(=O)c1c(C)oc2c1CCCC2
    -6	4	-5	8	-35	-6	10	-5	4	-3	2
- C=CCCC1(C)C(=O)N(c2ccccc2)c2ccccc21 (stereo not drawn)
    9	16	5	15	6	4	13	-7	7	1	-1
- Cc1ccc(/C=C/C(=O)OC(C)C(=O)Nc2ccc(Cl)cn2)o1 (stereo not drawn)
    6	4	0	3	2	3	-9	-5	15	3	8
- O=C1Nc2ccc([N+](=O)[O-])cc2OC1CCN1CCCC1 (stereo not drawn)
    16	-10	3	6	-2	7	27	-2	-6	19	13
- CCc1ccccc1OCC(=O)Nc1cccc(S(=O)(=O)NC2=NCCC2)c1
    15	5	-3	23	-2	11	12	-4	-30	-7	-3
- CCOC(=O)c1cc(C)[nH]c(=O)c1C#N
    -25	-7	8	-1	-9	0	0	3	3	3	-24
- CC(/C=N/NC(=O)c1cc(C(C)C)[nH]n1)=C\c1ccccc1
    -3	13	0	-18	-10	-9	8	-10	-48	1	5
- COC(=O)C(NC(C)=O)(Nc1cccc(C)n1)C(F)(F)F (stereo not drawn)
    0	-1	-3	-32	-9	-1	-8	-6	3	-7	16
- CC1CCN(c2ccc(/C=N\Nc3nncn3N)cc2[N+](=O)[O-])CC1
    10	3	-10	25	-7	6	-2	6	-8	9	-5
- O=C(N/N=C/c1cc(Cl)ccc1O)c1ccc(Br)cc1
    66*	-14	3	8	28	-10	8	12	-32	-1	43
- CCOc1ccc(CN(C)CC(=O)NCc2ccc(F)cc2)cc1
    -3	16	6	3	5	-6	0	-2	2	-4	-6
- COC(=O)Cc1c(C)nc(SCc2ccccc2)[nH]c1=O
    -2	-1	-9	10	-5	3	-15	2	-2	-6	5
- CCNC(=S)N/N=C/c1cc(C)ccc1C
    15	5	1	-20	-17	-6	14	6	-12	2	1
- CN(Cc1ccc(Cl)c(Cl)c1)C(=O)c1ccccc1SCC(=O)N1CCCC1
    16	5	-9	-5	-17	-5	23	-7	2	-3	14
- CCOC(=O)c1c(C)[nH]c(C(=O)OCC(=O)N(C)C2CCS(=O)(=O)C2)c1C (stereo not drawn)
    5	-5	11	-12	-3	6	-3	2	-3	3	7
- c1ccc(-n2ncc3c(N4CCN(c5ccccn5)CC4)nc(N4CCCCCC4)nc32)cc1
    5	6	-3	-3	4	6	16	-4	-3	8	-3
- CC(C)(C)NS(=O)(=O)c1ccc2[nH]c3c(c2c1)CCCCC3
    7	12	5	-4	20	-6	-8	1	5	-1	-14
- O=C(NC1CCCCC1)C1CCN(S(=O)(=O)N2CCCCCC2)CC1
    10	0	-12	24	-14	-2	13	2	10	-2	0
- C/C(CC(=O)N1CCN(C=O)CC1)=N\NC(=O)c1cc2ccccc2cc1O
    3	15	9	-17	-30	-1	12	-14	26	3	4
- Oc1ccc(Br)cc1CNn1cnnc1
    -12	-6	-17	-5	-14	-2	4	2	23	4	-6
- CC(C)(C)OC(=O)NCCCC[C@H](NC(=O)c1nc[nH]c1C(=O)N1CCN(C(=O)OC(C)(C)C)CC1)C(=O)OC(C)(C)C
    1	0	3	17	16	-4	0	-5	19	-6	-9
- O=C(O)c1ccccc1SC1CC(=O)N(c2ccccc2)C1=O (stereo not drawn)
    12	-5	-7	14	13	3	-27	-4	15	.	7
- COc1ccc([C@@H]2Sc3ccccc3N(CCN(C)C)C(=O)[C@@H]2OC(C)=O)cc1
    -9	-21	-13	1	-2	2	17	-9	-1	-5	25
- CCCC(=O)Nc1c(-c2cccc(OC)c2)c(=O)c2ccccc2n1C
    11	9	-9	12	9	-3	0	11	-2	-1	-19
- COC(=O)COc1ccc(S(=O)(=O)N2CCN(c3ccc(OC)cc3)CC2)cc1
    7	-14	-9	4	-7	1	18	-2	-5	6	-7
- COc1ccccc1CNCc1ccc(C)cc1
    3	-6	-3	-1	-22	-6	12	17	8	5	14
- CCN(CC)C(=O)N1CCN(C)CC1
    -43	-18	-5	1	-5	5	-11	2	0	-1	1
- O=C(Cc1c(F)cccc1Cl)NNC(=S)Nc1ccc(S(=O)(=O)Nc2ncccn2)cc1
    19	3	-35	-17	-6	1	-26	2	-6	-10	-12
- O=C(CSc1nccn(-c2ccc(Br)cc2)c1=O)Nc1ccccc1F
    -6	4	4	-1	1	-17	-7	-4	-27	0	-13
- CC1CCc2sc(C(=O)OCC(=O)NCc3ccccc3)cc2C1 (stereo not drawn)
    -19	4	7	-9	-25	6	-16	3	14	10	-1
- CCCCC12CN3CCN(CC(C3)/C1=N\NC(=O)Nc1ccccc1)C2
    22	5	4	-11	3	-10	-4	0	1	-25	17
- COc1ccc2cc(CO)n(C)c2c1
    2	2	-5	12	1	-5	-2	7	8	1	-9
- N#C/C(=C/c1cccs1)c1nc2ccccc2[nH]1
    -42	-46	-3	-46	-70	3	-46	-34	-63	6	27
- c1ccc(CCSc2ncnc3nc[nH]c23)cc1
    -21	-4	0	-76	-33	-7	5	-3	-29	-1	32
- O=C(Oc1ccc(C(=S)N2CCOCC2)cc1)c1ccccc1
    3	-15	-5	-10	10	-5	8	2	-25	2	-5
- Cc1nc2ccccc2n1CC(=O)c1ccc(O)c(O)c1
    8	-8	-8	4	0	-3	-13	-5	-33	-5	-14
- COc1cc(NC(=O)CCc2nc(-c3cccs3)no2)cc(OC)c1OC
    17	-11	-8	0	2	2	-2	14	2	1	-5
- COc1ccccc1Oc1ccc(S(=O)(=O)Nc2cccnc2)cc1
    18	36	1	36	10	0	8	16	19	-20	13
- C/C=C(\C)C(=O)NCCN1C2=NC[C@H](Cc3ccccc3)N2C[C@H]1Cc1ccc(O)cc1
    -2	.	1	-1	-9	-9	.	2	5	-6	8
- CCCCN(CC)C(=O)c1ccc(-c2ccccc2)cc1
    -11	-7	-6	-19	-18	-1	8	2	-51	-6	0
- Clc1ccc(CSc2nncn2-c2ccc3c(c2)OCCO3)cc1
    12	4	0	6	-3	16	9	-7	11	1	14
- Cc1cc(C)c(C#N)c(SC2CCCCC2=O)n1 (stereo not drawn)
    5	-8	-8	2	2	0	9	-29	-5	.	-32
- Cc1csc(NC(=O)c2cc([N+](=O)[O-])cc([N+](=O)[O-])c2)n1
    13	-2	-4	4	19	8	-22	5	-11	4	6
- O=C(CN1C(=O)NC2(CCOc3ccccc32)C1=O)Nc1ccc(F)c(F)c1F (stereo not drawn)
    -7	17	-9	5	0	-4	9	-3	1	-5	-4
- Cc1cccc(C)c1NC(=O)C(NC=O)c1ccc(Cl)cc1 (stereo not drawn)
    7	9	-10	-8	-9	1	6	9	24	-5	5
- COc1c(Cl)cc(Cl)cc1C(=O)n1nc(C)cc1C
    6	10	-7	1	-7	-1	-17	5	-19	6	19
- CCNC(=O)C1(C)CCN(Cc2ccc(-c3ccccc3)cc2)C1 (stereo not drawn)
    -13	31	-2	11	0	.	7	.	11	-5	7
- CC1(C)CC(=O)C2=C(C1)OC(N)=C(C#N)C2c1cc2c(cc1[N+](=O)[O-])OCO2 (stereo not drawn)
    9	-18	2	2	-3	7	-37	0	7	2	5
- COc1ccc2oc(C(=O)NCC(Cc3ccccc3)N(C)C)c(C)c2c1 (stereo not drawn)
    10	-14	-5	-21	-50	-7	-27	-16	8	-10	8
- COc1cc2c(NCCCCCO)ncnc2c(OC)c1OC
    -3	-6	-1	-7	2	4	6	2	5	-6	-2
- COc1ccc(NC(=S)c2ccc(N(C)C)cc2)cc1
    -70	-31	-19	-124	-121	-19	-34	-18	-61	-4	17
- NCCCCCC(=O)N/N=C/c1ccc2nccnc2c1
    9	-1	-9	19	-2	4	5	-3	-8	-1	3
- CCc1ccc(OCC(=O)NC(C)(C)C)cc1
    -6	-22	-6	11	-5	7	-11	-8	-23	12	-5
- COC(=O)CN(n1cnnc1)S(=O)(=O)c1ccccc1
    -6	2	1	-2	4	-7	-20	-4	13	-3	-5
- COc1cc2cc(CN(Cc3cccnc3)C(=O)NCc3ccccc3)c(=O)[nH]c2cc1OC
    9	-2	-5	16	16	-1	-20	0	.	-15	30

Additional records
Results follow in this order: SRC3 inh	NR2F2 inh	NOD2 RIPK2 PPI	NR5A2 inv ag	NCOA1 inh	TLR9-MyD88 block	SRC2 inh	LMP1 NFkB inh	TROY NFkB inh	Vif imaging	C8 TRAIL sens
- O=C(Nc1ccc(Br)cc1Cl)NC1CC1
    -5	0	-12	-1	12	7	24	7	-2	-14	1
- O=C(NCc1cn2ccccc2n1)c1ccccc1
    10	-5	-7	15	-19	-3	9	-1	7	-6	-6
- COc1ccc(N(CC(=O)Nc2cc(Cl)ccc2OC)S(=O)(=O)c2c(C)noc2C)cc1
    22	3	2	28	8	-3	3	4	-8	16	7
- O=C(Cn1c2ccccc2c2nc3n(c(=O)c21)CCCS3)Nc1ccccc1
    30	2	-1	11	20	-3	-2	14	-8	-4	13
- O=C1NC[C@H](CCCCN2CCN(CC3CCCCC3)C(=O)C2=O)N(CCC2CCCCC2)C1=O
    .	-4	-10	-27	.	.	-7	.	3	.	-8
- Cc1noc(C)c1COc1ccccc1C(=O)N(C)CC(=O)Nc1ccc(F)c(F)c1F
    6	-9	6	-7	-13	0	24	-8	-11	8	-7
- O=C(CCNC(=O)c1ccc(Cl)cc1)NC1CCCc2ccccc21 (stereo not drawn)
    -112	-33	8	-4	-30	-11	-15	10	-2	-4	8
- Cc1ccc(CS(=O)(=O)CCC(=O)NCC2CCCO2)cc1 (stereo not drawn)
    -2	3	-13	-9	-5	-6	-8	19	-6	3	14
- Oc1ccc(-c2nccc(-c3ccc(Cl)cc3)n2)cc1
    -25	-30	-4	-43	-31	0	-69	-8	-43	1	0

In a second layout: entries from further up
> O=C(O)c1ccccc1SC1CC(=O)N(c2ccccc2)C1=O (stereo not drawn)
  SRC3 inh: 12 | NR2F2 inh: -5 | NOD2 RIPK2 PPI: -7 | NR5A2 inv ag: 14 | NCOA1 inh: 13 | TLR9-MyD88 block: 3 | SRC2 inh: -27 | LMP1 NFkB inh: -4 | TROY NFkB inh: 15 | Vif imaging: . | C8 TRAIL sens: 7
> COc1ccc([C@@H]2Sc3ccccc3N(CCN(C)C)C(=O)[C@@H]2OC(C)=O)cc1
  SRC3 inh: -9 | NR2F2 inh: -21 | NOD2 RIPK2 PPI: -13 | NR5A2 inv ag: 1 | NCOA1 inh: -2 | TLR9-MyD88 block: 2 | SRC2 inh: 17 | LMP1 NFkB inh: -9 | TROY NFkB inh: -1 | Vif imaging: -5 | C8 TRAIL sens: 25

The list is partial; rates above refer to the full screens.
